# LYPLA1 inh: LYPLA1 inhibitors, primary screen, counter-screen for PME1 inhibitor project, biochemical, fluorescence polarization, FP-Rh probe ABPP; Acyl-protein thioesterase 1 (Homo sapiens), O75608; recombinant LYPLA1; inhibition, % at 5.9 µM; 320,000 compounds, 0.16% hits; AID 2174, 2009;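 active = inhibition above the mean of all tested compounds plus 3 SD, set per campaign, cut at about 14% in these data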;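 note: inhibitors block serine hydrolase probe labeling of LYPLA1 so polarization falls; 0% = enzyme with DMSO and 100% = wells lacking LYPLA1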
# EBNA-1 inh: EBNA-1 DNA-binding inhibitors, primary screen, biochemical, fluorescence polarization; inhibition, % at 14.8 µM; AID 1950, 2009; 300,000 compounds, 0.34% hits; in the data active = inhibition above about 28%
# PAD4 inh: human PAD4 inhibitors, primary screen, biochemical, fluorescence polarization, 1536-well format; Protein-arginine deiminase type-4 (Homo sapiens), Q9UM07; 330,000 compounds, 0.41% hits; recombinant PAD4, RCA probe fluorescence polarization; inhibition, % at 6.36 µM; AID 485272, 2010;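 active = percent inhibition above a cutoff equal to the mean of all tested compounds plus 3 SD, cut at about 15% in these data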;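 note: 0% = PAD4 with RCA probe and DMSO and 100% = probe without PAD4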
# Target sequence (Q9UM07 whole entry, looked up): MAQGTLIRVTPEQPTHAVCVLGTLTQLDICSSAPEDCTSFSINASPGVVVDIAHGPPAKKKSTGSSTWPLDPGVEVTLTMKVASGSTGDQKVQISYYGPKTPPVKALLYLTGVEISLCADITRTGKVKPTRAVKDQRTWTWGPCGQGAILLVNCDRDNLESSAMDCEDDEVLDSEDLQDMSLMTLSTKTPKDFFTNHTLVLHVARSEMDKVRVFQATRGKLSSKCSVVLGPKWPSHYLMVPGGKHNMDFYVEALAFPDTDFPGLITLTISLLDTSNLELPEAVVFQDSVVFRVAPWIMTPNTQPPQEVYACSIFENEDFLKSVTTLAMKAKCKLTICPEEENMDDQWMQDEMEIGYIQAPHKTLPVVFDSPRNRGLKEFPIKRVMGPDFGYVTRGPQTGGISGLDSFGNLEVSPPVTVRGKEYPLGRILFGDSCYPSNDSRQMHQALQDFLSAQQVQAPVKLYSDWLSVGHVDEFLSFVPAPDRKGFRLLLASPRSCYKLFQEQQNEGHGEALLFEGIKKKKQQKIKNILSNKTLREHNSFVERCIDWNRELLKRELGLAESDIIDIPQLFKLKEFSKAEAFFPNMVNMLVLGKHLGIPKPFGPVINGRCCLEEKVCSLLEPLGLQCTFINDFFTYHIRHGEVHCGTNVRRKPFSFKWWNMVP
# PAFAH2 FP inh: PAFAH2 enzyme inhibitors, primary screen, biochemical, fluorescence polarization, human. Platelet-activating factor acetylhydrolase 2, cytoplasmic (Homo sapiens), Q99487. recombinant PAFAH2, FP-rhodamine activity probe. inhibition, % at 3.39 µM. 340,000 compounds, 0.99% hits;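 active = inhibition above the mean over all tested compounds plus 3 SD, cut at about 30% in these data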;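 note: inhibitors block probe labeling of enzyme so polarization drops; 0% = enzyme with DMSO and 100% = wells lacking PAFAH2 protein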
# PAFAH1B3 FP inh: PAFAH1B3 enzyme inhibitors, primary screen, biochemical, fluorescence polarization, human; inhibition, % at 3.39 µM; Platelet-activating factor acetylhydrolase IB subunit alpha1 (Homo sapiens), Q15102; recombinant PAFAH1B3, FP-rhodamine probe; 340,000 compounds, 0.28% hits;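 active = inhibition above the screen-wide average of all tested compounds plus 3 SD, cut at about 25% in these data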;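 note: 0% = enzyme with DMSO only and 100% = wells lacking PAFAH1B3 protein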
# PREPL inhibitor: PREPL enzyme inhibitors, primary screen, biochemical, fluorescence polarization | Prolyl endopeptidase-like (Homo sapiens), Q4J6C6 | recombinant PREPL, fluorescence polarization activity-based probe | inhibition, % at 5.96 µM | 320,000 compounds, 0.68% hits | AID 2751, 2010; in the data active = inhibition above about 43%;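 note: 0% = enzyme with DMSO and 100% = wells lacking enzyme; many of its hits are not listed in these tables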
# ZTA counter: counter-screen for EBNA-1 inhibitors: inhibitors of Epstein-Barr virus ZTA. ZTA-DNA binding, fluorescence polarization. inhibition, % at 11 µM. 320,000 compounds, 0.15% hits. AID 2234; in the data active = inhibition above about 33%
# Target sequence (P03206 whole entry, looked up): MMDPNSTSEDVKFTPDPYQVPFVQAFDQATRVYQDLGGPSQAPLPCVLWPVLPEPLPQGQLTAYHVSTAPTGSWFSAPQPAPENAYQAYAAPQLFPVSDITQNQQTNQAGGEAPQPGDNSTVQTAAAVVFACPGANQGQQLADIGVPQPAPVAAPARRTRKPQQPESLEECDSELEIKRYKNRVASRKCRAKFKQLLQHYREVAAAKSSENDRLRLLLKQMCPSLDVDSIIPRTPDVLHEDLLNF
# LYPLA2 inh: LYPLA2 inhibitors, primary screen, counter-screen for PME1 inhibitor project, biochemical, fluorescence polarization, FP-Rh probe ABPP. recombinant LYPLA2. 320,000 compounds, 0.38% hits. inhibition, % at 5.9 µM. Acyl-protein thioesterase 2 (Homo sapiens), O95372;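 active = inhibition above the screen-wide mean plus 3 SD, limit set per campaign, cut at about 26% in these data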;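 note: 0% = LYPLA2 with DMSO and 100% = wells lacking LYPLA2 enzyme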
# GSTO1 counter: inhibitors of recombinant GSTO1, primary screen, counter-screen for RBBP9 inhibitor project, biochemical, fluorescence polarization; activity-based probe fluorescence polarization; inhibition, % at 5.96 µM; 300,000 compounds, 1.1% hits; AID 1974, 2009;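 active = inhibition above the campaign mean inhibition plus 3 SD, cut at about 35% in these data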;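 note: 0% = GSTO1-1 with DMSO and 100% = wells lacking GSTO1-1 enzyme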
# * marks the source's active call; other numbers are inactive results; x = no result given. The list is partial, so the mix of outcomes need not match the whole.
SMILES,LYPLA1 inh,EBNA-1 inh,PAD4 inh,PAFAH2 FP inh,PAFAH1B3 FP inh,PREPL inhibitor,ZTA counter,LYPLA2 inh,GSTO1 counter
CCS(=O)(=O)N1CCC(C(=O)NCC2CCCO2)CC1 (stereo unspecified),0,-10,-1,-6,4,6,-21,0,-2
S=C(NCCN1CCCCC1)Nc1ccc(Br)cc1,1,0,0,0,1,-17,-12,8,2
CCc1ccc(CNC(=O)CN2C(=O)COc3ccccc32)cc1,4,10,-3,7,-1,7,-12,2,9
S=C(NCc1ccc(Cl)cc1)NCc1ccccn1,-5,-8,-1,1,6,5,2,-7,10
C=C(C)CNC(=S)NNC(=O)c1ccco1,1,-13,-4,6,6,13,-17,-2,1
COc1ccc(OCC(=O)N/N=C(\C)CC(=O)Nc2ccc(OC)cc2[N+](=O)[O-])cc1,-1,-14,-2,4,2,6,-6,2,4
N/C(=N\OC(=O)c1ccc([N+](=O)[O-])cc1)c1ccccn1,0,-1,-3,8,8,5,11,-3,-3
O=C(NCCCN1CCOCC1)c1onc(CSc2ccncc2)c1C(=O)NCCCN1CCOCC1,6,8,0,0,7,12,-9,3,1
Cc1ccc(Nc2nc(N)c([N+](=O)[O-])c(N3CCCC(C)C3)n2)cc1C (stereo unspecified),1,-8,0,4,-2,3,1,2,0
O=C1CSC(c2cccnc2)N1c1ccc(Cl)cc1 (stereo unspecified),4,-4,1,-5,6,11,4,7,5
COc1ccccc1C/C(N)=N/O,2,3,-3,3,7,1,7,-1,-1
CC(=O)Nc1cccc(C(=O)NCCc2ccco2)c1,4,4,5,-1,6,-6,-25,2,8
COc1ccccc1-c1nnc(SCc2nc3ccccc3s2)n1C,-1,-1,-6,-1,0,19,-9,-3,-3
COc1ccc(CN2CCN(Cc3ccccc3F)CC2)cc1OC,0,7,-2,-8,5,-10,6,-2,6
CC(C)(C)c1ccc(-c2n[nH]c(=S)n2-c2ccccc2)cc1,0,15,1,6,7,-14,0,2,-1
NC(=O)C1CCN(C(=O)C2CCN(S(=O)(=O)c3ccccc3)CC2)CC1,1,1,-3,3,5,3,9,-2,13
COc1ccc(S(=O)(=O)N2CCOCC2)cc1C(=O)N(C)Cc1ccccc1F,3,x,4,-1,3,1,3,0,x
CC(=O)Nc1ccc(S(=O)(=O)N(C)c2ccc(OCC(=O)OCC(=O)NCc3ccco3)cc2)cc1,-1,9,5,6,4,0,4,1,7
CCc1nnc(SCc2ccc(C(=O)OC)o2)n1N,2,-1,-5,-4,12,2,4,7,1
O=C(O/N=C/c1ccc(Cl)cc1)C1CCCCC1,-2,7,0,77*,12,19,-1,2,9
CCn1c(SCC(=O)NNC(=O)c2ccc(C)cc2)nnc1C(C)C,-2,0,-7,-5,9,-5,2,0,-1
OC1CSc2nc3ccccc3n2C1 (stereo unspecified),1,1,-2,-7,2,0,1,2,-1
CCOc1cc(C(=O)N(C)Cc2cc3ccccc3[nH]c2=O)cc(OCC)c1OCC,-6,-8,-6,10,-4,6,8,-5,-2
CSc1ncc(CN2CCN(C3CCCC3)C(CCO)C2)cn1 (stereo unspecified),0,6,0,9,3,9,11,-2,3
Cc1nn(-c2cc(Cl)ccc2Cl)c(C)c1C(=O)O,-5,2,1,5,8,-1,-1,-1,7
CN(Cc1nc2ccccc2c(=O)[nH]1)C(=O)c1cccc(NC(=O)c2cccs2)c1,x,x,3,0,-1,-16,x,x,x
O=C(c1cccc2c1-c1ccccc1/C2=N/O)N1CCCCC1,0,-4,-3,9,6,8,-15,9,-1
Cn1nc(C(=O)OCC(=O)Nc2ccc(SC(F)F)cc2)c2ccccc2c1=O,x,x,1,8,8,7,x,x,x
COc1ccc(N(CC(=O)NCCSCc2ccccc2Cl)S(C)(=O)=O)cc1Cl,-1,3,3,5,0,-9,5,0,-1
O=S(=O)(Nc1cccc(-n2cnnn2)c1)c1cccc(Cl)c1,-3,16,0,-2,0,0,7,-3,7
COc1ccc(OC)c(C(=O)N/N=C/c2ccccn2)c1,2,3,-1,9,10,24,1,4,5
CCOC(=O)c1cn2nc(Oc3cccc(F)c3)ccc2n1,2,1,0,3,12,17,5,3,6
CC(/C=C1\SC(=S)N(CCC(=O)Nc2cccc(C(=O)O)c2)C1=O)=C\c1ccccc1,-10,12,-10,-8,-5,-21,21,0,-27
CC(=O)Nc1cc[n+](C(C)C(=O)c2ccc(Br)cc2)cc1 (stereo unspecified),1,-6,-6,-2,4,-45,6,2,6
O=C(OCC(=O)N1CCN(S(=O)(=O)c2ccc(Cl)cc2)CC1)C1CCC1,1,-12,-3,4,6,10,-1,2,-3
COc1cccc(C2CC(c3cccs3)=NN2S(C)(=O)=O)c1 (stereo unspecified),0,-6,-2,1,6,11,-15,2,-1
O=C(Nn1cnnc1)c1ccc(Br)s1,-1,12,2,9,9,-7,-13,8,5
CCOC(=O)CSc1ncc(-c2ccccc2)cn1,3,4,-1,2,7,9,-10,-1,6
C[C@@H]1C=CC(=O)O[C@@H]1c1ccc(Cl)cc1,-1,9,0,x,x,-18,7,-6,-16
O=C(CCc1nc(-c2ccccc2Cl)no1)NCC1CCCO1 (stereo unspecified),-2,-4,-1,4,12,0,3,-6,6
CCOC(=O)COc1ccc2c(c1)C(=O)CC(C)(C)O2,-2,12,-2,-1,5,16,0,9,-3
CCn1cc(Br)c(C(=O)Nc2ccc(F)c(Cl)c2)n1,-3,3,0,-4,-8,-5,21,-3,-4
O=C(CSc1nnc(COc2ccc(Cl)cc2)o1)N1c2ccccc2CCc2ccccc21,4,-7,0,-11,3,15,-3,3,6
Cc1ccc(NC(C)c2cc(Cl)ccc2O)cc1 (stereo unspecified),-2,-1,-3,-4,2,0,5,3,8
NS(=O)(=O)c1ccc(NC(=O)c2cc(-c3cccs3)nc3ccccc23)cc1,-5,-1,-5,-28,-8,-2,-9,-15,-7
O=C(O)c1ccc(N2C(=O)CSC2c2cccc([N+](=O)[O-])c2)cc1 (stereo unspecified),1,3,3,-4,5,-2,-3,7,4
O=C(Nc1ccccc1)N1CCOCC1,0,-3,0,6,-2,7,-2,3,3
N=c1sccn1CC(=O)Nc1cccc(S(=O)(=O)N2CCCCCC2)c1,-4,6,3,3,9,-8,10,-3,1
COc1ccc(NC(=O)CN2CCN(CC(=O)Nc3ccccc3F)CC2)cc1OC,-4,-2,-1,3,3,10,-7,-1,3
O=C(Cc1c(O)c2ccccc2[nH]c1=O)NC1CCCCCC1,-1,-5,2,8,11,-4,2,3,5

# PAFAH2 FP inh: what is marked active above
SMILES,EBNA-1 inh,PAD4 inh,PAFAH2 FP inh,PAFAH1B3 FP inh,PREPL inhibitor
O=C(O/N=C/c1ccc(Cl)cc1)C1CCCCC1,7,0,77*,12,19

# (cont.)
SMILES,LYPLA1 inh,EBNA-1 inh,PAD4 inh,PAFAH2 FP inh,PAFAH1B3 FP inh,PREPL inhibitor,ZTA counter,LYPLA2 inh,GSTO1 counter
COc1ccc(C(=O)Nc2ccc3c(c2)nc(CCNC(C)=O)n3C)cc1,-5,-3,-1,-4,8,4,-7,-8,0
CC(C)OC(=O)c1ccc(COC(=O)CNC(=O)c2ccco2)cc1,2,3,1,2,10,-2,-5,11,0
O=C(Nc1ccccc1Cl)Nc1cccc2cccnc12,-11,2,-2,-3,6,3,0,-9,-6
Cc1ccc(C(=O)N/C(=C\c2ccc(-c3ccccc3[N+](=O)[O-])o2)C(=O)NCCCN2CCOCC2)cc1,4,-11,-11,12,6,5,8,5,36*
COc1ccc(CC(=O)NCc2nnc(SCc3ccc(C)cc3)n2C)cc1,-4,-4,-6,8,-6,2,3,-6,1
O=C(CSc1nnc(CNc2ccc(F)cc2)n1Cc1ccco1)N1CCOCC1,1,-2,1,5,-6,8,-6,3,7
COc1ccccc1NC(=O)c1cc(S(=O)(=O)N2CCCC2)cn1C,-2,7,0,-1,-5,-9,-18,1,1
CCOC(=O)C1CCN(Cc2nc3ccc(Cl)cc3n2CCO)CC1,2,-12,-2,-6,5,15,3,6,-3
S=C(NC1CCCCC1)N1CCn2cccc2C1c1cccnc1 (stereo unspecified),-2,3,2,-5,1,-7,-5,1,2
C[C@@H]1CN([C@@H](C)CO)C(=O)c2cccc(NC(=O)C3CCOCC3)c2O[C@H]1CN(C)S(=O)(=O)c1ccc(Cl)cc1,x,x,2,2,12,9,x,x,x
O=C(CN1C(=O)S/C(=C\c2ccccc2Cl)C1=O)NCCCn1ccnc1,-3,-12,-5,0,3,10,-2,1,-9
COC(=O)Cc1c(C)c2ccc(OCC(=O)N(C)C3CCS(=O)(=O)C3)cc2oc1=O (stereo unspecified),0,0,1,3,8,15,-8,-4,3
C#CCOCCOCCOCCNc1nc(N2CCN(C(=O)[C@H](CCCCN)n3cc(CN)nn3)CC2)nc(N2CCN(C(=O)[C@H](CCC(=O)O)n3cc([C@@H](N)CCCCN)nn3)CC2)n1,x,x,0,1,4,13,x,x,x
COc1ccccc1N1CCN(C(=O)C(NS(=O)(=O)c2cccs2)c2ccccc2)CC1 (stereo unspecified),2,1,-1,6,8,13,14,7,-1
N#Cc1nnn(-c2cc(Cl)cc(Cl)c2)c1N,0,-14,1,-1,-2,-6,-19,1,-10
COc1cccc(C(=O)NNC(=O)C(=O)Nc2ccc(C)cc2)c1,2,-2,2,-1,8,4,-6,8,0
OCCC1CN(C/C(Cl)=C/c2ccccc2)CCN1C1CCCC1 (stereo unspecified),-2,4,-3,1,2,19,14,-7,1
COc1c(C(=O)NNC(=O)c2ccccc2Cl)csc1Br,1,-2,-1,6,6,3,4,1,-2
CCOC(=O)c1c(NC(=O)CCN2CCOCC2)sc2c1CC(C)(C)OC2,2,-4,-1,-8,8,6,-6,11,8
CC(=O)Nc1ccccc1-c1nnn(CC(=O)Nc2ccc3c(c2)OCCO3)n1,1,6,5,3,8,10,10,0,4
C=CC[n+]1c(-c2ccc(C)cc2)csc1Nc1c(C)n(C)n(-c2ccccc2)c1=O,6,2,-3,1,2,38,-9,10,-6
CCN(CC)CCn1c(=S)[nH]c2cc(C(=O)N3CC(C)CC(C)C3)ccc2c1=O (stereo unspecified),0,-8,0,1,3,0,-6,0,-1
Cc1ccccc1OCc1nnc(SCC(=O)Nc2c(C)n(C)n(-c3ccccc3)c2=O)n1-c1ccccc1,2,13,-1,-2,-6,3,-6,5,-4
Cc1ccc(S(=O)(=O)/N=C(/Nc2ccc([N+](=O)[O-])cc2)c2ccccc2)cc1,-11,-15,-8,14,-4,-11,14,-20,-14
Cc1ccc(S(=O)(=O)N2CCN(S(=O)(=O)N3CCOCC3)CC2)cc1,0,-15,3,3,5,1,6,0,1
O=S(=O)(Nc1ccccn1)c1ccc(C2CCCCC2)cc1,-3,0,-4,10,15,8,4,2,6
O=C(c1ccccc1Cl)N1CCN(c2ccccn2)CC1,-1,1,1,-3,10,-11,-25,3,9
O=C(CSc1ncn[nH]1)c1cccc([N+](=O)[O-])c1,1,0,4,5,2,5,-21,-1,5
CCOC(=O)Cc1nnc(Nc2cccc(C)c2)c2ccccc12,3,9,-1,-3,4,-1,4,3,-5

# Rewritten with bars between the fields: 2 of the compounds above.
compound | LYPLA1 inh | EBNA-1 inh | PAD4 inh | PAFAH2 FP inh | PAFAH1B3 FP inh | PREPL inhibitor | ZTA counter | LYPLA2 inh | GSTO1 counter
O=S(=O)(Nc1ccccn1)c1ccc(C2CCCCC2)cc1 | -3 | 0 | -4 | 10 | 15 | 8 | 4 | 2 | 6
O=C(c1ccccc1Cl)N1CCN(c2ccccn2)CC1 | -1 | 1 | 1 | -3 | 10 | -11 | -25 | 3 | 9
